# Screening data deposited in PubChem by National Center for Advancing Translational Sciences (NCATS).
# N370S GC: inhibitors or activators of N370S glucocerebrosidase for Gaucher disease. P04062. N370S GC spleen homogenate, 4MU-glucoside fluorescence. Potency, µM (doses to about 59.4 µM), inactives show top-dose activity change, negative = inhibition, actives largely listed as inhibitors. 330,000 tested, 0.092% active. AID 2101;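 further: 0% = full enzyme activity and -100% = no enzyme basal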
# KAT2A inh: GCN5L2 (KAT2A) acetyltransferase inhibition | Q92830 | GCN5L2 HAT assay, ThioGlo1 CoA-SH fluorescence | Potency, µM (titrated, usually from 58.9 µM), inactives show at the highest dose activity change, negative = inhibition, usual class: inhibitors | 390,000 tested, 0.21% active | AID 504327
# Target sequence (Q92830 whole entry, looked up): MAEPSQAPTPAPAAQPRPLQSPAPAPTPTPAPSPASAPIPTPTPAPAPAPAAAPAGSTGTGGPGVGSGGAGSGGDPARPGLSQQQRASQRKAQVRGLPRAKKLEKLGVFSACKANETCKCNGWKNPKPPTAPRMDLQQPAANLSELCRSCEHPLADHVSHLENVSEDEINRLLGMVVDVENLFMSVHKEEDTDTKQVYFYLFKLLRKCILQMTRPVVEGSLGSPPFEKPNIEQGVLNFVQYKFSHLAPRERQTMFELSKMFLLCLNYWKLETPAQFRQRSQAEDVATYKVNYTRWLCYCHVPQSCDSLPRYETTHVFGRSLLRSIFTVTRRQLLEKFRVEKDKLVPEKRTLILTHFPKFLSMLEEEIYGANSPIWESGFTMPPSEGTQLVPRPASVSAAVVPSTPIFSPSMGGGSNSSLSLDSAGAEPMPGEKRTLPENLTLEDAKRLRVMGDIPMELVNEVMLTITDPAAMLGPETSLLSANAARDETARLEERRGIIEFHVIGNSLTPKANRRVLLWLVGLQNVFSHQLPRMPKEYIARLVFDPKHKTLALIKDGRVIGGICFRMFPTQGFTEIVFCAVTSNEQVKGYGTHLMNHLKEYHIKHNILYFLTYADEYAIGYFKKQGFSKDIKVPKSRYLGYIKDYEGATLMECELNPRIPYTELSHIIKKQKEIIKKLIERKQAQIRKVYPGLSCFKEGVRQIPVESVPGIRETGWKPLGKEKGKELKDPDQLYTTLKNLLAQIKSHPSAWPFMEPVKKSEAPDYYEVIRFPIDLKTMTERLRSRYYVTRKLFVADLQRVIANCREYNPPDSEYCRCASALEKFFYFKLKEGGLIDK
#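 Fluorescence readout, Ex340nm/Em540nm: ThioGlo1 (50uM final) reacts with free CoA thiol released as 20nM GCN5L2 acetylates H3(1-25) peptide (75uM) using acetyl-CoA (70uM). Compound and enzyme sat 15 min beforehand; 20 min room-temperature reaction.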
# FEN1 inhibitor: blocks human flap endonuclease 1; Recombinant FEN1 flap cleavage, fluorescence, 15 min; 390,000 tested, 0.35% active; AID 588795; P39748; Potency, µM (top dose mostly 114 µM), for the others: at the highest dose activity change, negative = inhibition, usual class: inhibitors; further: nearly all actives have a fitted effect of over 65% in size
#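 FEN1 at 10 nM, compound pretreatment for 15 min (room temperature), 50 nM final substrate to initiate; endpoint reads at 0 and 15 min; DMSO-only plates used as vehicle background.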
# * hit, by the source's call; ? = inconclusive; / = no result given; & = joins results of further samples; [ ] = another dose, or the depositor's remark. The call rests on the fitted dose curve; in most records, active means well fitted curve in the direction sought with a large enough effect; inconclusive means small, poorly fitted or top-dose-only effect, or another doubt; inactive means no such curve, though single readings can be large; an effect the other way counts as inactive or inconclusive. Unless noted, on the % scale 0 is the no-effect control and ±100 the full control effect; potency means the concentration at half of the fitted maximal effect. A portion of the library; count on the stated rates, not on these rows.
SMILES,N370S GC,KAT2A inh,FEN1 inhibitor
COc1ccc(/C=C2/C(=O)N(Cc3ccccc3)N=C2C)cc1,6%,-2%,1%
CCCN1C(=O)/C(=C/c2ccc(OCC(=O)OCC)cc2)NC1=S,-11%,-7%,10%
CC(=O)c1cnc2nc(SCc3ccc(C)cc3)nn2c1C,1%,-4%,-4%
CCN1CCC(N(Cc2ccc3c(c2)OCO3)C(=O)Nc2cccc(C)c2C)CC1,/,-2%,-5%
N#Cc1cc(C(=O)c2cc(Br)ccc2O)cn(Cc2ccccc2)c1=O,-6%,-7%,-13%
COCCN(CCOC)c1nc(N)c2c(N)nc3c(c2c1C#N)CC(=O)N3Cc1ccc(Cl)cc1,-10%,-9%,-2%
O=C(CN1C(=O)c2ccccc2C1=O)Nc1ccc(S(=O)(=O)NCC2CCCO2)cc1 (stereo not given),-4%,0%,-4%
Clc1ccc(-c2noc(CCCOc3ccccc3)n2)cc1,?,-2%,-21%
CN1C(=S)SC2CS(=O)(=O)CC21C (stereo not given),5%,2%,16%
Cc1cc(NS(=O)(=O)c2ccc(NC(=O)CCCOc3ccccc3)cc2)no1,3%,-3%,7%
CCOc1cc(/C=C2\SC(=O)N=C2N)ccc1O,-7%,-9%,-22%
COc1ccc(C(=O)Nc2nc3ccc4nc(C)sc4c3s2)cc1,0%,1%,16%

# Reprinted from the part before: 6 entries, followed by the next part.
SMILES,N370S GC,KAT2A inh,FEN1 inhibitor
O=C(CN1C(=O)c2ccccc2C1=O)Nc1ccc(S(=O)(=O)NCC2CCCO2)cc1 (stereo not given),-4%,0%,-4%
Clc1ccc(-c2noc(CCCOc3ccccc3)n2)cc1,?,-2%,-21%
CN1C(=S)SC2CS(=O)(=O)CC21C (stereo not given),5%,2%,16%
Cc1cc(NS(=O)(=O)c2ccc(NC(=O)CCCOc3ccccc3)cc2)no1,3%,-3%,7%
CCOc1cc(/C=C2\SC(=O)N=C2N)ccc1O,-7%,-9%,-22%
COc1ccc(C(=O)Nc2nc3ccc4nc(C)sc4c3s2)cc1,0%,1%,16%
COc1ccc(C(=O)Nc2cc(-c3ccccc3)nn2-c2ccccc2)cc1,/,-11%,-18%
CCOC(=O)c1ccc(NC(=O)N2CCN(S(C)(=O)=O)CC2)cc1,18%,-4%,-3%
NC(=O)C1CCN(C(=O)c2ccc(NS(=O)(=O)c3ccc(Br)s3)cc2)CC1,-7%,-1%,2%
Cc1ccc(-c2cc3ncc4c(n3n2)-c2ccccc2OC4)cc1,/,-7%,16%
CCN(CC)C(=O)CSc1nnc(-c2ccc(S(=O)(=O)NCc3ccccc3Cl)cc2)o1,-5%,?,-1%
COc1ccc(NC(=O)CN2C(=O)CSC2=O)cc1,-19%,1%,6%
CCOc1ccc(-c2cn3c(n2)sc2cc(C(=O)NCCCN(CC)CC)ccc23)cc1,/,-15%,-6%
CCCOc1ccc(C2CC(=O)Nc3cc(OC)c(OC)cc32)cc1 (stereo not given),-7%,-13%,15%
O=C(COC(=O)Cc1c(Cl)cccc1Cl)NC1CCCC1,/,-1%,20%
Cc1cccc(N(CC(=O)N/N=C/c2ccc(OCC(=O)NCc3ccco3)cc2)S(C)(=O)=O)c1C,-14%,-13%,-12%
O=C(c1cccc(S(=O)(=O)N2CCCCCC2)c1)N1CCN(c2ccccc2)CC1,6%,1%,12%
COc1ccc(/C=C2\N=C(c3ccc(C)cc3)OC2=O)cc1,-2%,-19%,4%
O=C(Nc1nc2c(s1)CCCC2)c1ccccc1F,/,-7%,10%
Cc1cccc(-c2noc(CCC(=O)Nc3ccccc3)n2)c1,21%,-4%,1%
CC1=NOC(=O)/C1=C/c1ccc(N(C)C)cc1,5%,-14%,0%
CC(C)CC(CO)N1CCN(C(=O)c2ccc(Cl)cc2Cl)CCC1=O (stereo not given),-2%,1%,17%
CCOc1ccccc1CNC(=O)c1oc2c(c1C)-c1[nH]ncc1CC2,/,-9%,10%
C/C=C/C=C/[C@H]1Cc2cc(O)cc(O)c2O1,-10%,-27%,/
Cc1nc(-c2cnn(-c3ccccc3)c2)c2cc(C)oc2n1,-3%,-4%,-5%
Clc1ccc(OCc2nc(-c3ccncc3)no2)c(Cl)c1,7%,-1%,-3%
O=P(O)(O)c1ccccc1OCCOCCOc1ccccc1P(=O)(O)O,0%,-4%,-14%
COC(=O)c1sccc1S(=O)(=O)N1CCCC(N(C)CCc2ccccn2)C1 (stereo not given),-2%,2%,9%
O=C(O)CNC(=S)N(Cc1ccccc1)Cc1cccs1,7%,-10%,0%
COc1ccc(C2NCCc3c2[nH]c2ccccc32)cc1CSc1nc2ccccc2s1 (stereo not given),13%,-20%,-7%

# Only KAT2A inh and N370S GC, for some of the entries so far:
Compound	KAT2A inh	N370S GC
C/C=C/C=C/[C@H]1Cc2cc(O)cc(O)c2O1	-27%	-10%
Cc1nc(-c2cnn(-c3ccccc3)c2)c2cc(C)oc2n1	-4%	-3%
Clc1ccc(OCc2nc(-c3ccncc3)no2)c(Cl)c1	-1%	7%
O=P(O)(O)c1ccccc1OCCOCCOc1ccccc1P(=O)(O)O	-4%	0%
COC(=O)c1sccc1S(=O)(=O)N1CCCC(N(C)CCc2ccccn2)C1 (stereo not given)	2%	-2%
O=C(O)CNC(=S)N(Cc1ccccc1)Cc1cccs1	-10%	7%
COc1ccc(C2NCCc3c2[nH]c2ccccc32)cc1CSc1nc2ccccc2s1 (stereo not given)	-20%	13%

# (listing goes on)
SMILES,N370S GC,KAT2A inh,FEN1 inhibitor
CC(=O)NC(CC(=O)Nc1cccc(S(=O)(=O)N2CCOCC2)c1)c1ccccc1 (stereo not given),-13%,-1%,3%
COc1ccccc1-n1cnnc1SCC(=O)Nc1cc(C)on1,0%,-3%,4%
CCCCCNC(=O)c1c[nH]c2ccc(S(=O)(=O)N3CCC4(CC3)OCCO4)cc2c1=O,-3%,-5%,-3%
CC(C)(C)n1nc2c(c1NC(=O)c1ccc(S(=O)(=O)N3CCCCC3)cc1)CS(=O)C2 (stereo not given),0%,0%,8%
CCOc1ccc(C2C(C#N)=C(N)Oc3nc[nH]c(=O)c32)cc1 (stereo not given),-6%,1%,1%
CC(C)COc1ccc(C(=O)NC(=S)Nc2ccc(CN3CCOCC3)cc2)cc1,-1%,-6%,-2%
O=c1cc(CO)oc(C(Nc2ccccn2)c2ccccc2Cl)c1O (stereo not given),2%,-11%,10%
CNS(=O)(=O)c1cn(CC(=O)N2CCN(c3ccc(Cl)cc3)CC2)cc1S(=O)(=O)NC,/,-6%,3%
CC1CN(C(=O)CN2C(=O)NC3(CCCCCC3)C2=O)CC(C)O1 (stereo not given),?,-3%,-2%
COc1ccccc1CC(=O)NCCc1ccccc1,-12%,-10%,8%
CN(C)C(=O)c1ccc2c(c1)N(CC(=O)NCc1ccc(F)cc1)C(=O)C1CCCCN21 (stereo not given),/,-5%,3%
Cc1nc2c(C)cccn2c1/C(O)=C1\C(=O)C(=O)N(CCN(C)C)C1c1ccncc1 (stereo not given),-1%,-19%,-2%
CCOC(=O)c1c2c3c(cccc3n(C)c1=O)C(=O)c1ccccc1-2,-1%,-20%,?
Cc1ccc(C)c(Cn2c(-c3cccs3)nc3ccccc32)c1,/,-3%,-5%
CC(=O)CCN1C(=O)NC2(CCCc3ccccc32)C1=O (stereo not given),-1%,-39%,17%
CC(C)(C)C(=O)Nc1nc(-c2ccccc2)ns1,12%,-3%,-5%
CC(=O)c1cccc(N(CC(=O)NC2CCCC2)C(=O)CNC(=O)c2cccs2)c1,10%,0%,1%
CCCSc1nnc2n(N)c(=O)c3ccccc3n12,0%,-2%,-14%
COCCNC(=O)COc1ccc(C)c(C)c1,-2%,/,-6%
COc1ccc(C2c3ccc(O)cc3Oc3ncn(CCCO)c(=N)c32)cc1 (stereo not given),-3%,7%,-4%
COc1ccc(N=Cc2sc(O)c3ccccc23)cc1,-15%,-20%,-20%
CCCCn1cc(S(=O)(=O)c2cccc(C)c2)c(=O)c2cc(F)c(N3CCOCC3)cc21,/,0%,-1%
COc1ccccc1NC(=O)c1ccc(Br)c(S(=O)(=O)N2CCCC2)c1,-4%,-10%,-12%
O=C1CSC(=S)N1/N=C/c1ccc(C(F)(F)F)cc1,-6%,-20%,-1%
O=C1c2ccccc2NC(c2ccc(-c3cccc(F)c3)o2)N1O (stereo not given),/,0%,-27%
Cc1ccc(-c2nnn(CC(=O)N(Cc3cccs3)C(C(=O)NCC3CCCO3)c3ccco3)n2)o1 (stereo not given),20%,3%,-3%
CC1CCCCN1C(=O)c1ccc2c(c1)N(Cc1cccc(Cl)c1)C(=O)c1ccccc1S2=O (stereo not given),/,-7%,-13%
CCN(C(=O)COC(=O)c1c2c(nc3ccccc13)/C(=C/c1ccccc1)CC(C)C2)C1CCS(=O)(=O)C1 (stereo not given),-1%,-11%,-14%
Cc1cnc(C(=O)Nc2ccc(C)c(S(=O)(=O)N(C)C)c2)cn1,4%,46%[activator],-2%
Cc1cccc(C(=O)Nc2ccc(OCc3cc(=O)n4ccc(C)cc4n3)cc2)c1,/,0%,19%
Cc1cc2oc(=O)cc(CN3CCC(C)CC3)c2c(C)c1Cl,4%[2.35 µM],0%,-14%
CCOc1cccc(CC(=O)N2CCc3c([nH]c4ccccc34)C2c2ccc(SC)cc2)c1OCC (stereo not given),/,-11%,12%
Cc1ccc(Cn2c(=O)c3cccnc3n(CC(=O)Nc3cccc(C(F)(F)F)c3)c2=O)cc1,2%,0%&2%,?
COc1ccc(CNC(=O)c2ccc(-c3nc(CSc4ccccc4)c(C)o3)cc2)c(OC)c1,/,2%,-6%
COc1ccc(NC(=O)c2nc(S(C)(=O)=O)ncc2N(Cc2ccc(C)cc2)Cc2ccco2)cc1Cl,/,-18%,-7%
Cc1ccccc1NC(=O)Nc1nnc(N2CCCCCC2)s1,/,-3%,1%
C/C(=N\NC(=O)CCc1c[nH]c2ccccc12)c1cccc([N+](=O)[O-])c1,-17%,-3%,-20%
COc1ccc(Cc2nnc(NC(=O)c3ccccc3)s2)cc1OC,17%,-6%,-2%
CC(=O)c1ccccc1NS(=O)(=O)c1cccc2nsnc12,8%,-17%,-10%
Cc1ccc(NC(=O)CSCC(=O)Nc2cc(C(F)(F)F)ccc2N2CCOCC2)cc1,-1%,2%,-7%
COc1ccc(NC(=O)Cn2nnc(-c3ccc(CN4CCOCC4)cc3)n2)c(OC)c1,6%[2.35 µM],-5%,1%
COc1ccc([C@H]2CC(=O)C=C(c3ccc(C)cc3)C2)cc1,/,-6%,?
COc1ccc(CN2C(=O)C(Cc3ccccc3)Nc3ncnc(N4CCCCC4)c32)cc1 (stereo not given),-7%,?,-14%
Cc1ccc(S(=O)(=O)N2CCC(C(=O)N[C@H](C(=O)NCC3CCCO3)C(C)C)CC2)cc1 (stereo not given in full),-24%[2.35 µM],-2%,1%
Cc1ccc(NC(=O)COC(=O)[C@H](C)NC(N)=O)c(C)c1,-1%,-3%,17%
CN(CC(=O)NCCc1ccccc1)Cc1ccco1,-1%,-4%,15%
COc1ccc(NC(=O)C2=C(C)Nc3ncnn3C2c2ccc(O)cc2)cc1 (stereo not given),/,-7%,-2%
CCN(Cc1ccccc1)C(=O)C1CCN(S(=O)(=O)c2ccc3c(c2)OCCO3)CC1,-17%,-5%,-10%
CC(C)NC(=O)NC(=O)COC(=O)c1ccc(OC(F)(F)F)cc1,-3%,-2%,-12%
Cc1cn2c(=O)cc(COc3ccccc3NC(=O)c3ccccc3C)nc2s1,/,4%,21%
CCOC(=O)c1c(NC(=O)COC(=O)/C=C/c2ccccc2)sc(C(=O)NC)c1C,/,0%,-5%
Cc1ccc(S(=O)(=O)N(C)C)cc1NC(=O)C1CCN(C(=O)Nc2ccccc2)CC1,-5%,?,-9%
CN(C)c1ccc(CN2CCCCC2)cc1,-4%,-1%,-2%
CCOc1ccc(NC(=O)C2CCN(S(=O)(=O)c3ccc4c(c3)oc(=O)n4C)CC2)cc1,/,3%,2%
Cc1ccccc1-c1cc(C(=O)NCc2ccc3c(c2)OCO3)nn1CC1CC(c2cccc([N+](=O)[O-])c2)=NO1 (stereo not given),/,-4%,-7%
O=c1[nH]n(-c2cccc3cccnc23)c(=O)c2ccccc12,-18%,0%,-16%
